# GPR151 activ: human GPR151 activation; Q8TDV0; PathHunter beta-arrestin GPR151 cells, luminescence; activation, % at 11.2 µM; actives 1% (n = 650,000); in the data active means activation above about 4.9%;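 further: 0% = median of compound wells and 100% = cells with positive control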
# Target sequence (Q8TDV0 whole entry, looked up): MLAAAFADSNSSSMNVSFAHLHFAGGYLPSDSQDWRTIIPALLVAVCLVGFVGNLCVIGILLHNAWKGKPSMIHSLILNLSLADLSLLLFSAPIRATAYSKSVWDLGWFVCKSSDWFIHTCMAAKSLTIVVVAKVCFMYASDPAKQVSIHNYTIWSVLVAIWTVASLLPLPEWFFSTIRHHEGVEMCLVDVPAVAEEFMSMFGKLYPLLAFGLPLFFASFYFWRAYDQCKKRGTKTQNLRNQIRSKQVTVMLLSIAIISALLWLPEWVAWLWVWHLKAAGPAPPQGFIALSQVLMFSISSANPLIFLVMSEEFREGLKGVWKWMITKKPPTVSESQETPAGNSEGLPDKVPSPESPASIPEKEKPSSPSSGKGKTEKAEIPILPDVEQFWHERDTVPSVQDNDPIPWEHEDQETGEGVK
# MITF primary: blocks human microphthalmia-associated transcription factor; O75030; AlphaScreen MITF homodimerization, bead proximity signal; inhibition, % at 2.6 µM; actives 0.91% (n = 650,000); AID 1259374; in the data active means inhibition above about 50%;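 further: 0% = vehicle wells with protein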
# TEAD-YAP inh: TEAD-YAP interaction inhibition. HEK-TIYL cells, TEAD-Gal4/YAP UAS-luciferase luminescence. inhibition, % at 9.12 µM. actives 1.4% (n = 640,000). AID 1259422; in the data active means inhibition above about 32%;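 further: 0% = median of test compound wells and 100% = reference inhibitor wells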
# FBW7 act: activators of human E3 ligase FBW7 | Q969H0 | AlphaScreen FBW7–phospho-cyclin E peptide binding, activator screen | normalized activity (activation), % at 26.1 µM | actives 0.13% (n = 650,000); in the data active means normalized activity above about 1.9%;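 further: purified mutant Fbw7 with reduced substrate affinity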
# Active calls of the source: *; & = joins results of further samples.
SMILES,GPR151 activ,MITF primary,TEAD-YAP inh,FBW7 act
COc1cccc(-n2c(O)c(C=NCC3CCCO3)c(=O)[nH]c2=O)c1 (stereo unspecified),1.3,-6,6,-0.1
NC(=O)c1ccsc1NC(=O)CSc1cccc2cccc(Cl)c12,-0.9,-3,-18,0.1
O=C(CCn1cnc2c(cnn2-c2ccccc2)c1=O)NCC1CCCO1 (stereo unspecified),1.3,-5,3,0.0
CC(C)(C)c1ccc(C(=O)Nc2ccc3oc(-c4cccnc4)nc3c2)cc1,2.4,17,-4,0.1
C=C(C)C(=O)Oc1cccc(N2C(=O)CCC2=O)c1,-0.7,-3,-8,-0.2
CCCCNC(=O)c1ccc2c(c1)ncn2C1CCCC1,0.7,0,-4,-0.1
CC1CC(C)CN(S(=O)(=O)c2ccc(C(=O)Nc3nc(-c4ccc(F)cc4)cs3)cc2)C1 (stereo unspecified),-0.4,-10,-3,0.1
Cc1nc(CNC(=O)CCc2nnc(Cc3ccc(-c4ccccc4)cc3)o2)cs1,-0.6,-5,-1,-0.1
N#CCCn1cc(C(=O)Nc2ccc(C(=O)O)cc2)c(-c2cccc(Br)c2)n1,0.9,-1,1,-0.1
CC(=O)Nc1ccccc1C(=O)N1CCN(C)CC1,1.0,1,2,-0.1
O=C1Nc2ccc(Cl)cc2[C@@](C#CC2CC2)(C(F)(F)F)O1,-0.5&0.2&-0.1,9&-13&-6,-6&0,0.1&-0.1&-0.1
CCOc1ccccc1OCc1nn2c(Cc3ccccc3)nnc2s1,-0.6,9,-7,0.0
Cc1c(NC(=O)/C=C/c2ccc(C(C)C)cc2)c(=O)n(-c2ccccc2)n1C,1.4,5,6,-0.1
CCc1ccc(NC(=O)CSC2=C(C#N)C(c3ccco3)C(C(=O)Nc3ccccc3OC)=C(C)N2)cc1 (stereo unspecified),-1.1,0,13,0.1
CCC(=C(c1ccc(OC)cc1)c1ccc(OC)cc1)c1cn(CC(O)CN(CCO)CCO)c2ccccc12 (stereo unspecified),-0.9,16,-2,0.2
COc1cccc(C2(NC(=O)c3snnc3C)CCCC2)c1,1.0,5,9,0.1
CCC(CC)NC(=O)c1cc2ccccc2cc1OC,-0.9,11,-16,0.6
CC(C)c1ccc(C2/C(=C(/O)c3ccccc3)C(=O)C(=O)N2CCN(C)C)cc1 (stereo unspecified),0.1,57*,9,0.6
Cc1cccn2c(=O)c(/C=C(\C#N)C(=O)NC3CCCC3)c(Oc3ccccc3Cl)nc12,-0.7,9,15,-0.1
COc1ccc2nc(SCC(=O)NCCC34CC5CC(CC(C5)C3)C4)[nH]c2c1,-0.5,8,4,0.1
Cc1cc(C(=O)N2CC[C@H]3[C@H](CCC(=O)N3CCc3ccccc3F)C2)c(=O)[nH]c1C,-0.9,7,-33,-0.1
O=C(Nc1ccc(Cl)c(Cl)c1)N1CCN(c2ccc(F)cc2)CC1,0.8,3,6,-0.1
O=C(Nc1cc(Cl)cc(Cl)c1)C1C2C=CC3(O2)C1C(=O)N(CCC1=CCCCC1)C3C(=O)NC1CCCCC1 (stereo unspecified),1.7,-10,-1,0.1
Cc1sc(-c2c(C#N)c(N)nc3c2CCCC3)cc1[N+](=O)[O-],0.0,-3,-11,-0.1
Cc1cc(-c2cnc(C)nc2C2CCCN(Cc3cccnc3)C2)on1 (stereo unspecified),1.0,53*,4,-0.1

# The list goes on, starting with the last six of the part before.
SMILES,GPR151 activ,MITF primary,TEAD-YAP inh,FBW7 act
COc1ccc2nc(SCC(=O)NCCC34CC5CC(CC(C5)C3)C4)[nH]c2c1,-0.5,8,4,0.1
Cc1cc(C(=O)N2CC[C@H]3[C@H](CCC(=O)N3CCc3ccccc3F)C2)c(=O)[nH]c1C,-0.9,7,-33,-0.1
O=C(Nc1ccc(Cl)c(Cl)c1)N1CCN(c2ccc(F)cc2)CC1,0.8,3,6,-0.1
O=C(Nc1cc(Cl)cc(Cl)c1)C1C2C=CC3(O2)C1C(=O)N(CCC1=CCCCC1)C3C(=O)NC1CCCCC1 (stereo unspecified),1.7,-10,-1,0.1
Cc1sc(-c2c(C#N)c(N)nc3c2CCCC3)cc1[N+](=O)[O-],0.0,-3,-11,-0.1
Cc1cc(-c2cnc(C)nc2C2CCCN(Cc3cccnc3)C2)on1 (stereo unspecified),1.0,53*,4,-0.1
Cc1ccccc1OCCNC(=O)/C=C/c1ccc(-c2ccccc2)cc1,0.6,10,-1,0.1
O=C(CCCN1C(=O)/C(=C\c2cccs2)SC1=S)NNC(=O)c1cccnc1,-0.1,4,3,-0.1
COc1cc(-c2cnc3ccc(NCc4cccs4)nn23)ccc1O,0.2,0,40*,0.1
CCCCC(Sc1nc(N)c(NC(=O)c2ccco2)c(=O)[nH]1)C(=O)O (stereo unspecified),2.7,-10,-13,0.1
O=C(c1ccccc1)c1ccc(OC(=O)N2CCOCC2)cc1,-1.8,1,-48,-0.1
COc1ccccc1NC(=O)CSc1nc2c(c(=O)[nH]1)CN(Cc1ccccc1)CC2,-0.5,10,4,0.7
C=CCn1c(SCc2c(C)noc2C)nc2scc(C3CC3)c2c1=O,0.7,-1,50*,0.0
N#Cc1c(-n2ncnc2-c2ccccc2C(F)(F)F)sc2c1CCCCC2,-0.5,-4,24,-0.2
CCOc1ccc(/C=C2\SC(N3CCCCC3)=NC2=O)cc1,0.4,-4,12,-0.1
Cc1cc(C)n(CCNC(=O)CCc2nnc(CCc3ccccc3)o2)n1,-0.1,-8,-1,-0.1
CCOc1cc(C(=O)Nc2ccc(C)cn2)cc(OCC)c1OCC,-0.4,4,4,0.3
COc1ccc(-n2c3nc(=O)[nH]c(=O)c-3cc3cc([N+](=O)[O-])ccc32)cc1,-1.2,-2,14,-0.2
COCCCn1c(=O)/c(=C\c2ccc(OC)cc2)s/c1=C(/C#N)C(=O)N1CCCC1,-1.5,6,8,0.0
CCCC1=NN2C(=N)/C(=C/c3cccc([N+](=O)[O-])c3)C(=O)N=C2S1,-1.2,19,-2,0.1
COc1ccc(NC(=O)Nc2ccc(OC)nc2)cn1,0.5,3,1,0.1
COCCN1C(=O)c2ccc(C(=O)Nc3cc(Cl)ccc3C(=O)O)cc2C1=O,1.2,1,-3,0.0
CCC1CN(CCC(=O)NCc2ccc3c(c2)CCN3C)Cc2cc(OC)ccc2O1 (stereo unspecified),-1.2,-7,10,-0.1
CCCN1C(=O)CC(C(=O)OC)C12CCN(Cc1cccc3c1OCO3)CC2 (stereo unspecified),-0.1,8,10,-0.1
CC(C)n1cnc2c(N)nc(-c3ccc(C(=O)N4CCN(C)CC4)cc3)nc21,0.6,-2,-3,0.1
Cc1cccc(-n2c(CNC(=O)c3ccco3)nnc2SCC(=O)N2N=C(c3cccs3)CC2c2ccc(F)cc2)c1 (stereo unspecified),0.3,-10,4,0.0
Cn1ccnc1SCC(=O)NC1CCCCC1,-1.9,5,-4,0.2
Cc1ccc(C(C)C)c(OCC(=O)Nc2ccccc2F)c1,0.9,20,-31,-0.1
Cc1ccc(NC(=O)CN2C(=O)N/C(=C/c3cccc(C)c3)C2=O)cc1,-0.6,-6,2,0.0
COc1ccc(/C=C2\Oc3c(ccc(O)c3CN(C)C)C2=O)cc1OC,0.2,-1,-11,-0.1
COc1ccccc1CC(=O)Nc1cccc(C(=O)NN2C(=O)c3ccccc3C2=O)c1,0.1,-1,6,-0.1

# Full records, looked up by structure.
# CCCC1=NN2C(=N)/C(=C/c3cccc([N+](=O)[O-])c3)C(=O)N=C2S1 in the list: GPR151 activ: -1.2; MITF primary: 19; TEAD-YAP inh: -2; FBW7 act: 0.1
# COc1cc(-c2cnc3ccc(NCc4cccs4)nn23)ccc1O in the list: GPR151 activ: 0.2; MITF primary: 0; TEAD-YAP inh: 40*; FBW7 act: 0.1
# COCCCn1c(=O)/c(=C\c2ccc(OC)cc2)s/c1=C(/C#N)C(=O)N1CCCC1 in the list: GPR151 activ: -1.5; MITF primary: 6; TEAD-YAP inh: 8; FBW7 act: 0.0

# Remaining list, next part.
SMILES,GPR151 activ,MITF primary,TEAD-YAP inh,FBW7 act
N#CC1(C#N)[C@@H]2c3ccccc3C=CN2[C@@H](C(=O)C23CC4CC(CC(C4)C2)C3)[C@@H]1c1ccccc1Br,0.9,4,4,0.1
CN(C)CCCNC(=O)C(=O)Nc1ccccc1F,-0.1,-6,-11,0.0
CCCCCN(C(=O)NC(=O)Nc1cccc(C)c1)S(=O)(=O)c1ccccc1,0.4,11,5,0.1
CCCCNCc1ccc(OCC(=O)Nc2ccccc2)c(OCC)c1,2.7,-13,-4,-0.1
O=C(NNC1=C(C(=O)C(F)(F)F)CCC1)c1cccc(Cl)c1,-2.2,6,-43,0.0
CCCC1=C(C(=O)OCC)C(c2ccccc2Cl)NC(=O)N1 (stereo unspecified),1.4,-32,4,0.1
Cc1ccc(C)c(NC(=O)c2nccnc2CO)c1,1.1,9,-12,0.4
COCCOC(=O)C1=C(C)NC2(O)c3ccccc3C(=O)C12O (stereo unspecified),-0.7,11,-5,-1.3
COc1ccc2c(=O)c(-c3cnn(-c4ccccc4)c3)c(C)oc2c1,0.1,4,0,-0.1
Cc1c(NC(=S)N/N=C/C=C/c2ccccc2)c(=O)n(-c2ccccc2)n1C,0.7,13,5,-0.2
O=C(COC(=O)C1CC1)NC(=O)NCc1ccccc1,-1.0,-5,1,0.0
CC(=O)c1ccc(NC(=O)c2cccc3c(Br)cccc23)cc1,-0.9,-5,-70,-0.1
CC(=O)Nc1ccc(C(=O)OCC(=O)c2ccccc2)cc1,-0.4,-5,-1,0.0
CC(C)(C)C1CCc2c(sc3ncn(CC(=O)N4CCOCC4)c(=O)c23)C1 (stereo unspecified),-0.1,6,6,0.0
C=CCn1c(=NC(=O)CN2C(=O)c3ccccc3C2=O)sc2cccc(OCC)c21,1.2,-2,1,0.0
COc1ccc(C)cc1NC(=O)CNCc1ccco1,-0.9,53*,6,0.0
COCCCNC(=O)/C(C#N)=C/c1cc(C)[nH]c1C,-1.7,17,4,0.0
COC(=O)N1CCN(c2ccc(C)cc2)C(C)C1 (stereo unspecified),0.0,5,-1,0.0
C/C=C(\C)CN1C[C@H](NC(=O)c2ccc(OC)cc2)C[C@H]1C(=O)OC,-1.2,-16,-6,-0.1
CCCn1c2c(c(O)c(C(=O)Nc3nccs3)c1=O)CCCC2,0.1,6,10,0.2
COc1ccc(-c2ncc(C)c(Nc3ccc(Oc4ccccc4)cc3)n2)cc1,1.2,8,3,0.3
O=C(Cc1ccccc1)NCCCc1nc2ccccc2[nH]1,-0.1,-5,0,-0.2
COc1ccc2cc(C)c3nn(CC(=O)N4CCC(C(N)=O)CC4)c(=O)n3c2c1,0.5,-2,4,-0.4
COC(=O)c1cccc(NS(=O)(=O)c2ccc([N+](=O)[O-])cc2)c1C,3.7,10,-4,0.1
Cc1cccn2c(CN3CCCC(O)C3)c(C(=O)N(C)CCc3ccccc3)nc12 (stereo unspecified),-0.1,2,-6,0.8
Cc1ccc(Cc2c(C)nc3c(C(=O)NCCc4ccccc4)cnn3c2C)cc1,1.7,-2,-8,-0.2
O=C(CSc1nnc2c(n1)[nH]c1ccccc12)Nc1ccc(Cl)cc1,-0.8,18,10,0.3
CCOC(=O)N/N=C/c1ccc(Oc2ccccc2)cc1,-2.2,10,-40,0.2
